S3 lipid droplet: qHTS Assay for Lipid Storage Modulators in Drosophila S3 Cells; Drosophila S3 cells, BODIPY lipid droplet fluorescence, 18-24 h; cells fed with added oleic acid; Potency in µM for hits, for the others lipid storage change, negative = inhibition, % at the top dose, mostly 46.1 µM; 320,000 tested, 0.64% active; AID 2685, 2010; active means well fitted inhibition curve with a large enough effect in the signal ratio, with a control signal flat, not every such curve was filed as active; inconclusive means small, poorly fitted or top-dose-only effect, or effect the other way, or a change in a side signal; the % refers to the signal ratio
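Laser-scanning cytometry quantifies lipid droplet accumulation (500–530 nm total intensity; droplet/cell object ratio) in oleic acid-fed (400 uM added) Drosophila S3 cells treated with a concentration series. 20 uM Triacsin C defined 100% inhibition.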
S3 lipid droplet cell count max: further read-out of S3 lipid droplet, marked with its call; cell number change, %; measured here: cell count max response;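 cells counted by Cell Tracker Red CMTPX staining in the red channel; peak over a dose series mostly up to 46.1 µM; percent activity relative to internal control wells on each plate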
* marks the source's active call; other numbers are inactive results; i = inactive; ? = inconclusive; . = no result given. On the % scale 0 is the no-effect control and ±100 the full control effect; potency means the concentration at half of the fitted maximal effect. Only part of the results is shown. The share of hits here may be higher or lower than overall.

SMILES	S3 lipid droplet	S3 lipid droplet cell count max
CCN(CC)S(=O)(=O)c1cc(NS(=O)(=O)c2cc(Cl)ccc2Cl)ccc1C	?	.
Cc1cc(C)nc(SCC(=O)Nc2ccccc2[N+](=O)[O-])n1	0%	-1
O=C(CSc1nnc(-c2ccco2)n1Cc1ccccc1)c1ccc(F)cc1	?	.
Cc1cccc(C(=O)NNC(=O)c2ccccc2)c1	21%	15
CCOc1nc(SCCOc2ccc(C)cc2)nc(N(C)C)n1	?	.
O=C(Nc1cc(F)ccc1F)N1CCN(c2ccnc3cc(Cl)ccc23)CC1	-3%	-3
COC(=O)CCCn1nc(NC(=O)c2ccco2)cc1C	?	.
Cc1nc(SCC(=O)OCc2ccccc2)c2c(=O)n(C)c(=O)n(C)c2n1	i	.
COc1cccc(NC(=O)C(C)NS(=O)(=O)c2ccc(Br)cc2)c1 (centres undefined)	?	.
Cc1ccc(Cl)c(NC(=O)CN2CCNC(=O)C2)c1Cl	?	.
O=C(Cn1ccc(NC(=O)OCc2ccccc2)nc1=O)NCCc1c[nH]c2ccccc12	?	.
CN(C)Cc1ccc(CNC(=O)c2ccc(Cl)c(S(=O)(=O)NC3CC3)c2)cc1	?	.
O=C(NNC(=O)[C@@H]1CCCC[C@@H]1C(=O)O)Nc1ccccc1	1%	6
Cc1cc(NC(=O)CCCn2cc([N+](=O)[O-])cn2)n(Cc2ccc(F)cc2)n1	2%	2
Cc1c(C(=O)Oc2cccc3cccnc23)oc2ccccc12	?	.
CSc1nc(Sc2cccc(Cl)c2)c2ccccc2n1	-12%	.
CC(C)COc1ccc(C(=O)N/C(=C\c2cccc([N+](=O)[O-])c2)C(=O)OC(C)C)cc1	?	.
CC(Sc1cccc[n+]1[O-])c1ccccc1 (centres undefined)	?	.
CCOC(=O)N1CCN(CC(O)COc2ccc(C)cc2C(C)(C)C)CC1 (centres undefined)	?	.
CCOC(=O)c1sc(N(Cc2ccccc2)C(=O)CCl)nc1C	-2%	-8
OC(CN1C2=NCCCN2c2ccccc21)c1ccc2c(c1)OCO2 (centres undefined)	26%	4
CCOC(=O)c1[nH]c(C)c(C(=O)OCC(=O)NC(=O)NC(C)(C)C)c1C	?	.
CC(C)(C)c1ccc(S(=O)(=O)NCC(=O)N2CCN(C(=O)c3ccco3)CC2)cc1	?	.
CCNC(=O)CSc1nc2ccccc2c(=O)n1-c1cccc(OC)c1	26%	.
Cc1ccc(NC(=O)CN(C)C(=O)c2ccccc2Cc2ccccc2)cc1	?	.
Cc1ccc(N(C(=O)C2COc3ccccc3O2)C(C(=O)NC2CCCCC2)c2cn(C)nc2C)cc1 (centres undefined)	10%	-8
Cc1cc(N2C(=O)C(O)=C(C(=O)c3ccco3)C2c2cccc(Cl)c2)no1 (centres undefined)	i	15
O=S(=O)(c1ccc2ccccc2c1)N1CCOCC1	?	.
Cc1cc(C)nc(SCc2nc3ncccn3c2Br)n1	?	.
CCCCOc1ccc(CN=C(N)N)cc1Cl	?	.
O=C(Nc1ccccc1C(=O)O)c1cc(S(=O)(=O)Nc2cccc(F)c2)ccc1Cl	?	.
Cc1ccc(S(=O)(=O)c2nc(NC3CCS(=O)(=O)C3)sc2Cl)cc1 (centres undefined)	?	.
CCC1(C)Cc2c(sc3nn[nH]c(=O)c23)CO1 (centres undefined)	?	.
COc1ncnc(OC)c1S(=O)(=O)NCc1ccccc1	-14%	-8
Cc1ccc(-n2c(O)c(/C=N/Nc3ccc(S(=O)(=O)N4CCOCC4)cc3[N+](=O)[O-])c3ccccc3c2=O)c(C)c1	?	.
O=C(NCCc1c[nH]c2ccccc12)C1CCN(S(=O)(=O)c2ccccc2)CC1	?	.
COc1ccc(C(=O)NC(=S)NCc2cccnc2)cc1Cl	?	.
COc1ccc(C)cc1-n1nnnc1SCC(=O)Nc1cccnc1Cl	?	.
CCCOc1ccccc1-c1nc2c([nH]1)c(=O)[nH]c(=O)n2C	?	.
O=C(O)CC(c1ccc(OC2CCCC2)cc1)N1C(=O)c2ccccc2C1=O (centres undefined)	?	.
O=C(CN1CCN(c2ccccc2F)CC1)c1ccc2c(c1)OCO2	?	.
O=C(c1ccccn1)N1CCCC(N2CCN(Cc3ccc4c(c3)OCO4)CC2)C1 (centres undefined)	-4%	1
Cc1ccc(OCC(=O)NC2CC(C)(C)NC(C)(C)C2)cc1C	?	.
CC(C)CCn1c(SCCN2CCOCC2)nc2c1c(=O)[nH]c(=O)n2C	?	.
COC(=O)[C@H](Cc1ccccc1)NC(=O)NC(C)CCc1ccccc1 (some centres undefined)	-6%	-2
CCCC1=C(C(=O)OCC)C(c2ccccc2OC)NC(=O)N1 (centres undefined)	?	.
CCn1nc(C(=O)N2CCc3ccccc32)c2ccccc2c1=O	?	.
CCOC(=O)c1[nH]c2ccc(F)cc2c1N=C(C)N(CC)CC	?	.
O=C(NCC(c1cccs1)N1CCOCC1)c1cc(S(=O)(=O)N2CCOCC2)ccc1F (centres undefined)	?	.
CC(=O)Nc1ccc(S(=O)(=O)N2CCN(CC3CC4C=CC3C4)CC2)cc1 (centres undefined)	4%	6
(cont.)
SMILES	S3 lipid droplet	S3 lipid droplet cell count max
N/C(Cn1cncn1)=N\OC(=O)c1ccc(Cl)cc1	?	.
Cc1cccc(NC(=S)NNC(=O)c2cc3c(s2)CCC(C)C3)c1C (centres undefined)	-19%	-1
CN(C)C(=S)Nc1nc2ccccc2s1	?	.
CCN(c1ccccc1)S(=O)(=O)c1csc(C(N)=O)c1	i	-1
Cn1c(N)c(-c2ccccc2)c2ccc([N+](=O)[O-])cc2c1=O	?	.
CC(=O)C1=NN(c2ccccc2)C(c2cccs2)N1c1ccc(N(C)C)cc1 (centres undefined)	?	.
CCN(C(=O)/C=C/c1ccc2c(c1)OCO2)c1ccccc1	?	.
CCC(C(=O)NC1CCCC1)n1c(SCc2cccc(C)c2)nc2ccncc21 (centres undefined)	-2%	15
CC(C)Sc1oc(-c2ccco2)nc1S(=O)(=O)c1ccccc1	6%	-3
COc1ccc(CN(C)Cc2nc(Cc3cccc(F)c3)no2)c2cccnc12	?	.
Cc1ccc(Cl)cc1NC(=O)c1cc(S(=O)(=O)N2CCOCC2)cn1C	-21%	-19
COc1ccc(NC(=O)CN2c3cccc4cccc(c34)S2(=O)=O)c(OC)c1	?	.
Nc1nc(SCC(=O)Nc2ccc(F)cc2)[nH]c(=O)c1NC(=O)c1ccc(F)c(F)c1	?	.
CC1CC(C)CN(c2ccc(C(=O)NCc3ccc4c(c3)OCO4)cc2[N+](=O)[O-])C1 (centres undefined)	?	.
COc1ccc(/C=C2\CCC(C3CCCC3)C2=O)cc1OC (centres undefined)	7%	21
NC(=O)COC(=O)c1ccc(S(=O)(=O)NCc2ccco2)cc1	?	.
COc1ccc(N(CC(=O)NC2CCCCC2)C(=O)CCC(=O)Nc2nc(C)cs2)cc1	?	.
COc1ccc(-c2cc(C(F)(F)F)nc(S(=O)(=O)CCCC(=O)Nc3cc(C)on3)n2)cc1OC	?	.
CC1CCCCN1c1ccc(N)cc1C(N)=O (centres undefined)	?	.
O=C(COC(=O)c1cccc(S(=O)(=O)N2CCc3ccccc32)c1)NCc1ccco1	5%	2
Cc1cc(C)c(C(=O)Nn2c(C)nc3ccccc3c2=O)cc1C	?	.
CCOc1cccc2cc(C(=O)N3CCOCC3)c(=O)oc12	?	.
Cc1ccc(S(=O)(=O)NCC(=O)OCC(=O)c2c(N)n(C)c(=O)n(C)c2=O)cc1	-4%	2
CNc1c([N+](=O)[O-])ncn1C	?	.
COc1cc(CCC(=O)OCC(=O)Nc2c(Cl)cccc2Cl)cc(OC)c1OC	?	.
C=CCOc1ccc(/C(O)=C2/C(=O)C(=O)N(CCCN3CCOCC3)C2c2ccc(OC)cc2)cc1 (centres undefined)	3%	4
Cc1c(N2C(=O)/C(=C3\C(=O)N(CC(=O)O)c4ccccc43)SC2=S)c(=O)n(-c2ccccc2)n1C	-19%	6
Cc1sc(NC(=O)C2=COCCO2)c(C(N)=O)c1C	?	.
CCCCc1c(C)c(C#N)c2nc3ccccc3n2c1Nc1c(C)n(C)n(-c2ccccc2)c1=O	0%	1
Cc1ccn2c(NC3CCCC3)c(-c3ccccn3)nc2c1	?	.
CC(C)c1ccc(NC(=O)CNC(=O)Cn2ccc3ccccc3c2=O)cc1	?	.
CCN1CCN(C(=O)/C(=C/c2ccco2)NC(=O)c2ccccc2)CC1	i	26
CCOc1ccc2oc(C(=O)NCc3nc4ccccc4[nH]3)c(C)c2c1	?	.
O=C(Cc1ccc(Br)cc1)N1CCc2ccccc2C1	?	.
COc1ccc(-c2nc(CS(=O)CC(=O)NC3CCCC(C)C3C)c(C)o2)cc1OC (centres undefined)	i	19
O=C(NNC(=S)Nc1ccccc1)c1cccc(S(=O)(=O)N2CCOCC2)c1	?	.
NC(=O)c1ccccc1NC(=O)COC(=O)C1(c2ccccc2)CC1	?	.
Cc1ccc2c(c1)nnn2C1CCN(C(=O)Nc2ccccc2C)CC1	i	.
CCC(C)c1ccc(OCCN2CCCC2)cc1 (centres undefined)	23µM*	7.7*
COCCC(=O)N1CCC(Oc2ccc(C(=O)NCc3cc(C)n(C)n3)cc2)CC1	-6%	-15

Filtered by structure, the entries above with a Cl atom (15)
SMILES	S3 lipid droplet	S3 lipid droplet cell count max
CCN(CC)S(=O)(=O)c1cc(NS(=O)(=O)c2cc(Cl)ccc2Cl)ccc1C	?	.
O=C(Nc1cc(F)ccc1F)N1CCN(c2ccnc3cc(Cl)ccc23)CC1	-3%	-3
Cc1ccc(Cl)c(NC(=O)CN2CCNC(=O)C2)c1Cl	?	.
CN(C)Cc1ccc(CNC(=O)c2ccc(Cl)c(S(=O)(=O)NC3CC3)c2)cc1	?	.
CSc1nc(Sc2cccc(Cl)c2)c2ccccc2n1	-12%	.
CCOC(=O)c1sc(N(Cc2ccccc2)C(=O)CCl)nc1C	-2%	-8
Cc1cc(N2C(=O)C(O)=C(C(=O)c3ccco3)C2c2cccc(Cl)c2)no1 (centres undefined)	i	15
CCCCOc1ccc(CN=C(N)N)cc1Cl	?	.
O=C(Nc1ccccc1C(=O)O)c1cc(S(=O)(=O)Nc2cccc(F)c2)ccc1Cl	?	.
Cc1ccc(S(=O)(=O)c2nc(NC3CCS(=O)(=O)C3)sc2Cl)cc1 (centres undefined)	?	.
COc1ccc(C(=O)NC(=S)NCc2cccnc2)cc1Cl	?	.
COc1ccc(C)cc1-n1nnnc1SCC(=O)Nc1cccnc1Cl	?	.
N/C(Cn1cncn1)=N\OC(=O)c1ccc(Cl)cc1	?	.
Cc1ccc(Cl)cc1NC(=O)c1cc(S(=O)(=O)N2CCOCC2)cn1C	-21%	-19
COc1cc(CCC(=O)OCC(=O)Nc2c(Cl)cccc2Cl)cc(OC)c1OC	?	.

More compounds:
SMILES	S3 lipid droplet	S3 lipid droplet cell count max
Cc1ccc(Nc2nc(N3CCOCC3)c3ccccc3n2)cc1	?	.
CC(Oc1ccc2c(-c3ccccc3)cc(=O)oc2c1)C(=O)NCCCn1ccnc1 (centres undefined)	?	.
Cc1ccc(NS(=O)(=O)c2ccc(NC(=O)N3CCCCC3)cc2)cc1	-29%	.
CCn1c(SCC(=O)Nc2cc(C)on2)nnc1-c1cccs1	?	.
COCCN1C(=O)C(=O)/C(=C(/O)c2cccc(OC)c2)C1c1ccncc1 (centres undefined)	11%	1
CCC(=O)NC(/C=C/c1ccccc1)c1cc([N+](=O)[O-])c2cccnc2c1O (centres undefined)	-5%	3
Cc1c(NC(=O)CCc2ccccc2)cccc1[N+](=O)[O-]	0%	19
Cc1ccc(NS(=O)(=O)c2ccc(NC(=O)c3ccc(Br)o3)cc2)c(C)c1	?	.
CCOc1ccc(NC(=O)CSc2nnc(-c3ccccc3Cl)n2Cc2ccco2)cc1	?	.
COc1ccc(Cn2c(=O)[nH]c3cc(C(=O)N4CCN(Cc5ccccc5)CC4)ccc3c2=O)cc1	-11%	-18
N#Cc1cccc(NC(=O)CN2CCN(Cc3ccccc3)CC2)c1	-23%	.
CC(C)c1ccc(NC(=O)CCCN2C(=S)NC(C)(C)CC2C)cc1 (centres undefined)	?	.
CC(NC(=S)Nc1ccc(Cl)cc1Cl)C(c1cccs1)N1CCCC1 (centres undefined)	?	.
Cc1nn(C)c(Sc2ccccn2)c1[N+](=O)[O-]	18%	0
CCOc1ccccc1/C=C\c1nc(O)c([N+](=O)[O-])c(=O)[nH]1	?	.
Cc1cccc(C)c1N/C=C/c1onc(C)c1[N+](=O)[O-]	-2%	0
CC(C)(C)C(=O)N1CCN(c2ccc(NC(=O)c3ccco3)cc2)CC1	?	.
Cc1ccccc1-n1c(Cn2c(=O)sc3ccccc32)nnc1SCC(=O)N1CCOCC1	-11%	-4
N#C/C(=C(/O)CN1CCN(c2ccccc2F)CC1)c1nc(-c2ccccc2)cs1	-3%	3
CC(C)c1ccc2[nH]c3c(c2c1)CCCC3=O	?	.
O=C(Nc1ccc2c(c1)OCCO2)c1cccc(C(=O)Nc2ccc3c(c2)OCCO3)c1	3%	3
O=C1C2(CCCC13COC(c1ccc(O)cc1)OC3)COC(c1ccc(O)cc1)OC2 (centres undefined)	-7%	16

From PubChem
